Compound activity: PubChem, The Scripps Research Institute Molecular Screening Center
PrPC TRFRET = inhibitors of human cell surface prion protein PrPC, primary screen, cell-based, TR-FRET; Major prion protein (Homo sapiens), P04156; AID 720596, 2013; 370,000 tested, 0.43% active; inhibition, % at 13.8 µM; TR-FRET read-out; in the data active means inhibition above about 24%; further: 0% = median of the test wells and 100% = reference compound wells
An asterisk follows results filed as active.

SMILES | PrPC TRFRET
COc1ccc(CC(=O)N(Cc2ccccc2)c2ccccc2C(=O)Nc2cc(OC)ccc2OC)cc1 | 13
CCCCCCCCN1C(=O)[C@@H](CC(=O)N2CCOCC2)C[C@@]2(C(=O)OC)C1=C[C@H](C(C)C)O[C@@H]2C1CC1 | 22
O=C(Cn1cnc2ccccc2c1=O)N1CCN(C(=O)C2CCCO2)CC1 (stereo not given) | -3
O=C(/C=C/c1ccc(-c2ccccc2)cc1)NC1=NCCS1 | 5
COc1ccc(CN2C(=O)CSCCC2(C)c2nnnn2-c2c(C)cccc2C)cc1 (stereo not given) | -3
CCCCCCCCN1C(=O)[C@@H](CC(=O)NCc2cccc(C(F)(F)F)c2)C[C@@]2(C(=O)OC)C1=C[C@H](COCc1ccccc1)O[C@@H]2C | 4
COC(=O)[C@]12C[C@H](CC(=O)N3CCN(C(=O)c4ccco4)CC3)C(=O)N(Cc3cccc4ccccc34)C1=C[C@H](COCc1ccccc1)O[C@@H]2C | -9
Nn1c(SCC(=O)N2CCOCC2)nnc1-c1cc(-c2ccc(Cl)cc2)n[nH]1 | -8
O=C1CCCC2=C1C1(CCCC1)N=C(Nc1nc3cc(Br)ccc3o1)N2 | 1
COC(=O)[C@]12C[C@H](CC(=O)NCCC(C)C)C(=O)N(Cc3ccco3)C1=C[C@H](C1CCCC1)O[C@@H]2C | -6
Cc1nc2ccc(S(=O)(=O)NCC(=O)NCc3ccccc3Cl)cc2s1 | 0
COC(=O)[C@]12C[C@H](CC(=O)NCc3ccc(C)o3)C(=O)N(Cc3ccco3)C1=C[C@H](C(C)(C)C)O[C@@H]2C | -1
COC(=O)[C@]12C[C@H](CC(=O)N3CCCC3)C(=O)N(Cc3cccc4ccccc34)C1=C[C@H](C(C)C)O[C@@H]2C1CC1 | 20
CCOC(=O)[C@@]12CN(C(=O)OC(C)(C)C)CC=C1N(Cc1ccc(OC)cc1)C(=O)[C@H]2CC(=O)N1CCC(c2ccccc2)CC1 | 0
CCOC(=O)[C@@]12CCC3=C1N(CCC3)C(=O)[C@H](CC(=O)N1CCCC1)C2 | 3
COc1ccc(CCNCC(O)COc2cccc(C)c2)cc1OC (stereo not given) | -7
COc1nc(OC)nc(N2CCC(C(=O)N(C)Cc3ccccc3F)CC2)n1 | 9
O=S1(=O)CC2c3ccccc3CN2CN1CCc1ccccc1 (stereo not given) | -7
Cc1ccc(CNC(=O)O[C@H]2CC[C@@]34CCCN3C(=O)CCC[C@H]4C2)cc1 | 5
COc1ccc2[nH]c3c(c2c1)CCN[C@]31C(=O)N(C)c2ccc(Br)cc21 | 5
COc1ccc(CN(CC#Cc2ccc(C)cc2)C(N)=NC(=O)CCc2ccccc2)c(OC)c1 | 1
S=C(Nc1cccc(Cl)c1)OC1CCC12CCC(c1ccccc1)CC2 (stereo not given) | 6
CCOc1ccc(NC(=O)c2cc(-c3ccc(Cl)cc3)nc3ccccc23)cc1 | -5
C[C@@H](CO)N(CCc1cn(Cc2ccccc2)nn1)S(=O)(=O)c1ccccc1Br | -4
CC(C)CC(=O)N1CCC(C(=O)NCC2COc3ccccc3O2)CC1 (stereo not given) | -4
CCn1c(=O)n2n(c1=O)[C@@]1(C=C3CCCC[C@H]32)N=C(NC(=O)c2ccccc2)N(Cc2ccccc2)[C@H]1Cc1ccccc1 | 2
Cc1cc(C)cc(C(=O)OCCN2CCN(C3CN(Cc4cn(Cc5ccccc5F)nn4)S(=O)(=O)C3)CC2)c1 (stereo not given) | -4
C[C@@H]1[C@H](O)[C@@H](C)/C=C/C=C/C=C/C=C/C=C/C=C/C=C/[C@H](OC2O[C@H](C)[C@@H](O)[C@H](N)[C@@H]2O)C[C@@H]2O[C@](O)(C[C@@H](O)C[C@@H](O)[C@H](O)CC[C@@H](O)C[C@@H](O)CC(=O)O[C@H]1C)C[C@H](O)[C@H]2C(=O)O (stereo not given in full) | -2
CCCC/C=C1/[C@@H](CC)N(Cc2ccc(OC)cc2OC)C2=N[C@@H](c3ccccc3)CC(=O)N21 | 11
COC(=O)c1cccc(Cn2ccc3ccc(-c4ccc5ccn(Cc6cccc(C(=O)OC)c6)c5c4)cc32)c1 | 10
COC(=O)c1cc(-c2cc3ccccc3s2)c(=O)n2c1CCC2 | 2
O=C(Nc1ccc(F)cc1)OCc1cn(Cc2ccc(C(F)(F)F)cc2)nn1 | 12
CCC[C@H]1[C@@H](OC(=O)NCc2cccs2)CC[C@@]23CCCN2C(=O)CCC[C@@H]13 | 4
C[C@H]1[C@@H](NCC2CCCCC2)CC[C@@]23CCCN2C(=O)CCC[C@@H]13 | 4
CCCC/C=C1/C(c2ccccc2)N(Cc2ccc(OC)cc2OC)C2=NC(c3ccccc3)CC(=O)N21 (stereo not given) | 3
CCCCCCCCN1C(=O)[C@@H](CC(=O)NCc2ccc(OC)c(OC)c2)C[C@@]2(C(=O)OC)C1=C[C@H](C(C)C)O[C@@H]2C1CC1 | 11
CCCC1CCC2(CC1)CCC2OC(=S)Nc1ccc(Cl)cc1 (stereo not given) | -3
O=C(CN1CCCc2ccccc21)NCc1ccc(Cl)cc1 | -12
O=C(CNS(=O)(=O)c1ccccc1)N1CCN(c2ccccn2)CC1 | 12
O=C(c1cc(Cl)cc(Cl)c1)N1CC[C@H]2[C@H](CCCN2Cc2cc(F)cc(F)c2)C1 | 12
C[C@@H]1CCN(C2CC2)S(=O)(=O)c2ccc(N3CC[C@H](O)C3)cc2O1 | 7
COc1ccc(Cn2cc(CN3[C@H](Cc4ccccc4)COc4cc(Br)ccc4S3(=O)=O)nn2)cc1 | 0
Nc1cccc2c1CN(C1CCC(=O)NC1=O)C2=O (stereo not given) | 10
N#CCC[C@@H]1CC[C@]2(CCCN(Cc3ccc(Cl)cc3)C2)O1 | -8
COC(=O)C1CCCN(C(=O)C2CCN(S(=O)(=O)c3cccs3)CC2)C1 (stereo not given) | 14
COC(=O)[C@H]1C[C@]2(C(C=C(C)C)S(=O)(=O)c3ccccc3)c3ccccc3N[C@H]2N1 (stereo not given in full) | 0
CCCCN(C)C(=O)C1CCN(S(=O)(=O)c2ccc3[nH]c(=O)oc3c2)CC1 | -3
COc1cc2c3cc1Oc1cc(ccc1O)C[C@@H]1c4c(cc(OC)c(O)c4Oc4ccc(cc4)C[C@@H]3N(C)CC2)CC[N+]1(C)C | 13
COC(=O)[C@]12C[C@H](CC(=O)NCC3CCCCC3)C(=O)N(Cc3ccc(Cl)cc3Cl)C1=C[C@H](C(C)C)O[C@@H]2C1CC1 | -7
CC[C@@]1(c2ccc(C)cc2)C(=O)N(C(=O)OC(C)C)N1C(=O)OC(C)C | 14
Cc1cccc(C(=O)Nc2c(-c3ccc(C(F)(F)F)cc3)nc3ncccn23)c1 | 11
CCOC(=O)N1CCN(C(=O)C[C@H]2C[C@@]3(C(=O)OC)C(=C[C@H](C(C)C)O[C@@H]3C3CC3)N(Cc3ccc(Cl)cc3Cl)C2=O)CC1 | 4
COC(=O)C(C(=O)OC)C1OC23CN(S(=O)(=O)c4ccc(C)cc4)C=CC2(C)C3c2ccccc21 (stereo not given) | 13
COc1ccc(C2C(C(=O)Nc3cc(OC)ccc3OC)CCC(=O)N2c2ccc(OC)cc2)cc1 (stereo not given) | -6
O=C(NC1CCC1)c1ccc(C#CC2CC2)cn1 | 0
COC(=O)c1cccc(Cn2ccc3ccc(-c4ccc5ccn(C(=O)c6ccccc6C)c5c4)cc32)c1 | -1
O=C(NC1CCCCN(Cc2cccc(F)c2)C1=O)c1ccc2ccccc2c1 (stereo not given) | -5
CC(C)C[C@@H]1COc2cc(Br)ccc2S(=O)(=O)N1Cc1cn(Cc2ccc(Br)cc2)nn1 | 1
CC(=O)OCCCN1C(=O)CCC12CCC(C)CC2 (stereo not given) | -8
Cc1cccc(NC(=O)C2CCCN2S(=O)(=O)c2cccnc2)c1C (stereo not given) | 4

Reprinted from the listing (18 entries):
SMILES | PrPC TRFRET
Nc1cccc2c1CN(C1CCC(=O)NC1=O)C2=O (stereo not given) | 10
N#CCC[C@@H]1CC[C@]2(CCCN(Cc3ccc(Cl)cc3)C2)O1 | -8
COC(=O)C1CCCN(C(=O)C2CCN(S(=O)(=O)c3cccs3)CC2)C1 (stereo not given) | 14
COC(=O)[C@H]1C[C@]2(C(C=C(C)C)S(=O)(=O)c3ccccc3)c3ccccc3N[C@H]2N1 (stereo not given in full) | 0
CCCCN(C)C(=O)C1CCN(S(=O)(=O)c2ccc3[nH]c(=O)oc3c2)CC1 | -3
COc1cc2c3cc1Oc1cc(ccc1O)C[C@@H]1c4c(cc(OC)c(O)c4Oc4ccc(cc4)C[C@@H]3N(C)CC2)CC[N+]1(C)C | 13
COC(=O)[C@]12C[C@H](CC(=O)NCC3CCCCC3)C(=O)N(Cc3ccc(Cl)cc3Cl)C1=C[C@H](C(C)C)O[C@@H]2C1CC1 | -7
CC[C@@]1(c2ccc(C)cc2)C(=O)N(C(=O)OC(C)C)N1C(=O)OC(C)C | 14
Cc1cccc(C(=O)Nc2c(-c3ccc(C(F)(F)F)cc3)nc3ncccn23)c1 | 11
CCOC(=O)N1CCN(C(=O)C[C@H]2C[C@@]3(C(=O)OC)C(=C[C@H](C(C)C)O[C@@H]3C3CC3)N(Cc3ccc(Cl)cc3Cl)C2=O)CC1 | 4
COC(=O)C(C(=O)OC)C1OC23CN(S(=O)(=O)c4ccc(C)cc4)C=CC2(C)C3c2ccccc21 (stereo not given) | 13
COc1ccc(C2C(C(=O)Nc3cc(OC)ccc3OC)CCC(=O)N2c2ccc(OC)cc2)cc1 (stereo not given) | -6
O=C(NC1CCC1)c1ccc(C#CC2CC2)cn1 | 0
COC(=O)c1cccc(Cn2ccc3ccc(-c4ccc5ccn(C(=O)c6ccccc6C)c5c4)cc32)c1 | -1
O=C(NC1CCCCN(Cc2cccc(F)c2)C1=O)c1ccc2ccccc2c1 (stereo not given) | -5
CC(C)C[C@@H]1COc2cc(Br)ccc2S(=O)(=O)N1Cc1cn(Cc2ccc(Br)cc2)nn1 | 1
CC(=O)OCCCN1C(=O)CCC12CCC(C)CC2 (stereo not given) | -8
Cc1cccc(NC(=O)C2CCCN2S(=O)(=O)c2cccnc2)c1C (stereo not given) | 4

Next entries:
SMILES | PrPC TRFRET
CCOC(=O)N1CCN(C(=O)C[C@H]2C[C@@]3(C(=O)OCC)CCCC4=C3N(CCC4)C2=O)CC1 | -4
CC(C)C[C@@H]1COc2cccc(N3CCCC3)c2S(=O)(=O)N1C | 7
O=C(CSc1nc2ccccc2n1Cc1ccccc1Cl)N/N=C\c1c[nH]c2ccccc12 | 13
C[C@H]1[C@@H](OC(=O)Nc2cccc(C(F)(F)F)c2)CC[C@@]23CCCN2C(=O)CCC[C@@H]13 | -1
O=C(NC1CCCCN(Cc2cccc(F)c2)C1=O)c1cccc(C(F)(F)F)c1 (stereo not given) | 8
Cc1ccc(NC(=O)CCS(=O)(=O)c2ccccc2)c(C)c1 | -3
NC(=NC(=O)/C=C/c1ccccc1Br)N(CC#Cc1ccccc1)CC#Cc1ccccc1 | 0
Cc1ccc(C(=O)NCCN2C(=O)C3C4C=CC(C4)C3C2=O)cc1 (stereo not given) | 5
O[C@H](COc1ccc(C(F)(F)F)cc1)CN1CCC(C(O)(c2ccccc2)c2ccccc2)CC1 | -11
COc1ccc(CNC2CCC23CCC(C)CC3)cc1OC (stereo not given) | -2
Cc1ccc(Cn2cc(COC(=O)N(C)Cc3ccccc3)nn2)cc1 | -8
CCCCNC(=O)OC1CCC12CCC(c1ccccc1)CC2 (stereo not given) | 3
COc1ccc2c(c1)CO[C@H]([C@H](O)CO)[C@H]2/C=C/c1ccccc1 | -1
COc1ccc2c3c([nH]c2c1)[C@H](C=C(C)C)N1C(=O)[C@@H]2CCCN2C(=O)[C@@H]1C3 | 0
CC(=O)c1ccc(NC(=O)NC2CCCCN(Cc3ccc(Cl)cc3)C2=O)cc1 (stereo not given) | 1
COc1ccc(CN2C(=O)CN(S(C)(=O)=O)CC2(C)c2nnnn2C2CCCCC2)cc1 (stereo not given) | 3
C=CCN1C(C(=O)OC)CN(Cc2cn(CCC3OCCO3)nn2)CCS1(=O)=O (stereo not given) | -3
CCCN1CCS(=O)(=O)N(Cc2cn(Cc3ccc(OC)cc3)nn2)C(C(=O)OC)C1 (stereo not given) | 0
CCNc1nc(N)c([N+](=O)[O-])c(Nc2cccc(Cl)c2)n1 | -4
COCCCNC(=O)C[C@@H]1C(=O)N(CCc2ccc(Cl)cc2)C2=CCCCC[C@]21C(=O)OC | -3

Additional compounds.
mol	PrPC TRFRET
CC(=O)Nc1ccc(C(CCCc2ccccc2)C2=CCCCC2)cc1 (stereo not given)	8
O=S1(=O)c2c(cccc2N2CCSCC2)Oc2ccccc2CN1Cc1cn(Cc2ccc(F)cc2)nn1	-1
COCCCN1C(=O)[C@H](CC(=O)N2CCOCC2)[C@]2(C(=O)OC)CCCCC=C12	0
Cc1ccc(C)c(NC(=O)C2CCCN2S(=O)(=O)c2cccnc2)c1 (stereo not given)	5
COc1ccc(-n2c(SCC(=O)Nc3ccc4cn[nH]c4c3)nnc2-c2ccccc2)cc1	-4
O=C(c1ccco1)N1CCC(Oc2cccnc2)CC1	1
COC(=O)[C@]12C[C@H](CC(=O)N3CCC(c4ccccc4)CC3)C(=O)N(CCC3=CCCCC3)C1=C[C@H](C1CCCC1)O[C@@H]2C	3
S=C(Nc1cc(Cl)cc(Cl)c1)NC(c1ccccc1)c1ccccc1	18
Cc1ccc(S(=O)(=O)N2CCCC(C(=O)NCc3ccco3)C2)cc1 (stereo not given)	12
O=C(c1ccncc1)N1CC[C@H]2[C@H](CCCN2Cc2ccccc2)C1	0
CCCCNC(=O)C[C@H]1C(=O)N(Cc2ccc(OC)cc2)C2=CCCCC[C@@]21C(=O)OC	3
CCOC(=O)[C@@]12CCC3=C1N(CCC3)C(=O)[C@H](CC(=O)N1CCSCC1)C2	0
C[C@@H]1[C@@H](O)C[C@@]2(C[C@H](O)c3cc(F)ccc3O2)O[C@H]1c1ccccc1Cl	6
CC(C)(C)C(=O)O[C@@H]1CCC[C@@]2(C(=O)N(Cc3ccccc3)c3ccccc32)[C@H]1NC(=O)CCc1ccccc1	7
COP1(=O)CCOCC[C@H](CC(C)C)NC(=O)[C@H](CC(C)C)N1 (stereo not given in full)	-5
O=C(OC12CCCN(C1)/C(=C/c1ccccc1)C2)c1ccc(Cl)cc1 (stereo not given)	-1
COC(=O)C[C@H]1CC[C@@H]2[C@@H](COc3ccc(NC(=O)C4CCCCC4)cc3C(=O)N2C)O1	-2

Not all compounds are listed. The share of hits here may be higher or lower than overall.
